From PubChem
SENP8 block: human SENP8 protease inhibitors, primary screen, biochemical, fluorescence, Nedd8 protein substrate, uHTS; 360,000 tested, 0.64% active; AID 602440, 2012; inhibition, % at 20 µM; recombinant SENP8; Sentrin-specific protease 8 (Homo sapiens), Q96LD8; in the data active = inhibition mostly above about 40%, no sharp cut-off; inactive = mostly below about 27%
SENP1 inh: human SENP1 catalytic domain inhibitors, primary screen, biochemical, FRET, uHTS | inhibition, % at 10 µM | AID 624204, 2012 | 360,000 tested, 0.21% active | recombinant SENP1 catalytic domain, CyPet-SUMO1-YPet FRET cleavage;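 active = inhibition at least 30% at 10 µM, raw YFP signal under a set limit, fluorescence ratio 0.5 to 1.5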;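 note: 0% = enzyme with DMSO and 100% = no enzyme wells; some results filed as inactive read as strong as hits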
Target sequence (Q9P0U3 419-644 limits assumed): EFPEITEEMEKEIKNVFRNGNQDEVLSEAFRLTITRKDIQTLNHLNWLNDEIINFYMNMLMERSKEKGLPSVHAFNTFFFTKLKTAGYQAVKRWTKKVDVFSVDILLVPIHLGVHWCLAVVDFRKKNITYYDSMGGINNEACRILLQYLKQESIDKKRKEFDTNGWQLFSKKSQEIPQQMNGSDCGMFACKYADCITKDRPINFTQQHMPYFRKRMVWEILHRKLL
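System: Recombinant human SENP1 catalytic domain, His6-tagged | Incubation: Enzyme reaction for 50 min at room temperature, dark | Medium: Tris pH 8 with BME, BSA, NP40 and catalase | Also added: 25 nM SUMO1 FRET substrate | Compound: 10 µM single point, 0.5% DMSO | Measured by: FRET fluorescence in CFP and YFP emission channels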
SENP6 block: SENP6 protease inhibitors, primary screen, biochemical, luminescence, uHTS; Sentrin-specific protease 6 (Homo sapiens), Q9GZR1; Recombinant SENP6 catalytic domain, aminoluciferin luminescence; inhibition, % at 10 µM; 330,000 tested, 1.8% active; AID 2599, 2010;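 active = inhibition above about 50% at the single tested dose, limit read from the data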;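 note: plate controls were DMSO wells with enzyme for no effect and DMSO wells lacking enzyme for full effect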
Target sequence (Q9GZR1 628-1112 limits assumed): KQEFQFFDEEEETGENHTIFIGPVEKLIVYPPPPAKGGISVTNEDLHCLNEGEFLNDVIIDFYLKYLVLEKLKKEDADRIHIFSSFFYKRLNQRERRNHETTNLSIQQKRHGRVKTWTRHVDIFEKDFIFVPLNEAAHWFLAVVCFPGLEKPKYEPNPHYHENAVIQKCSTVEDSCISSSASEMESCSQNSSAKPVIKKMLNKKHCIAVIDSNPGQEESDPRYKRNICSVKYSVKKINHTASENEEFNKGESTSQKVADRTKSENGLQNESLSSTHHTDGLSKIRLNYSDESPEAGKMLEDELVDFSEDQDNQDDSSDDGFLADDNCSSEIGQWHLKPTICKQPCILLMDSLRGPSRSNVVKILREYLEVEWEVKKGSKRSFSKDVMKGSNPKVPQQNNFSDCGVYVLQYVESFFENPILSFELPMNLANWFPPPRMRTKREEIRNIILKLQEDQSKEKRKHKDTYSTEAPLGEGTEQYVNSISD
PfG6PD inh: PfG6PD enzyme inhibitors, primary screen, biochemical, fluorescence intensity, uHTS; AID 504690, 2011; inhibition, % at 20 µM; glucose-6-phosphate dehydrogenase-6-phosphogluconolactonase (Plasmodium falciparum 3D7); PfGluPho enzyme, NADPH resazurin-diaphorase fluorescence; 350,000 tested, 0.78% active;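 active = inhibition reaching at least a set limit at 20 µM in the primary screen, cut at about 59% in these data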;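 note: 0% = DMSO wells with substrate and 100% = DMSO wells lacking glucose-6-phosphate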
ATG4B inh: ATG4B protease inhibitors, primary screen, biochemical, fluorescence, uHTS; Cysteine protease ATG4B (Homo sapiens), Q9Y4P1; ATG4B cleavage of LC3-PLA2, NBD-HPC fluorescence, 1 h; inhibition, % at 8.33 µM; 340,000 tested, 0.51% active; AID 504462, 2011; in the data active = inhibition above about 40%
Target sequence (Q9Y4P1 whole entry, looked up): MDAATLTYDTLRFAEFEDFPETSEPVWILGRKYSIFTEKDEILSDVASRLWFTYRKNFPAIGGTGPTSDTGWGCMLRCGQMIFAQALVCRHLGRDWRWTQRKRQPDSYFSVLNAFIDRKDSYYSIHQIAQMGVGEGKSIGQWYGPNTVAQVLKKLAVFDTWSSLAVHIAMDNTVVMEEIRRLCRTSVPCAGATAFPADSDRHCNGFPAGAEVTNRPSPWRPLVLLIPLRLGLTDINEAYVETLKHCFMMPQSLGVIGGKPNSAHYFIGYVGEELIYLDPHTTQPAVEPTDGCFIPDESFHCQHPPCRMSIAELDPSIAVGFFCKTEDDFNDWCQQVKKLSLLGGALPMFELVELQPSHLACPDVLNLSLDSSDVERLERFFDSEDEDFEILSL
GRIN3A LBD mod: binders of NR3A ligand-binding domain, primary screen, biophysical, differential scanning fluorimetry, uHTS; Glutamate receptor ionotropic, NMDA 3A (GRIN3A) ligand-binding domain; Tm shift relative to glycine control, % at 25 µM; NR3A LBD differential scanning fluorimetry, Tm shift; 0% = protein alone, 100% = glycine-bound protein; AID 1259313, 2017; 340,000 tested, 2.5% active;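 active = melting temperature shift of at least 10% of the positive control shift, at one fixed dose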
MPTP block: mitochondrial permeability transition pore inhibitors, primary screen, biochemical, isolated mouse mitochondria, absorbance. Ca2+ swelling absorbance, 30 min. inhibition, % at 10 µM. 360,000 tested, 1.4% active. AID 602449, 2012;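 active = inhibition of 50% or more, scaled per plate between neutral and stimulator controls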;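 note: 0% = DMSO wells given calcium and 100% = 1 mM EGTA wells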
hIAP activ: human IAP activators, primary screen, biochemical, luminescence, uHTS. Intestinal-type alkaline phosphatase (Homo sapiens), P09923. purified human IAP, CDP-Star luminescence, 30 min; hits give high values; 1 = vehicle-only enzyme, 0 = enzyme-free background. activation factor at 10 µM. 330,000 tested, 0.16% active. AID 2524, 2010;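 active = activation factor of the enzyme at least 2-fold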; note: the source names both 10 and 20 µM as test concentration; values of inactives mirror those of a sister screen read the other way
* = called active by the depositor; . = not tested or not shown.

Compound	SENP8 block	SENP1 inh	SENP6 block	PfG6PD inh	ATG4B inh	GRIN3A LBD mod	MPTP block	hIAP activ
CCCCN(C(=O)CCSc1ccc(F)cc1)c1c(N)n(Cc2ccccc2)c(=O)[nH]c1=O	0	-2	-10	0	2	-2	0.5	0.89
CCC1Oc2ccc(C)cc2N(CC(=O)NCCCN2CCCCC2CC)C1=O (configuration not stated)	8	-2	-7	-14	-4	-1	4.3	1.1
Cc1cccc(NC(=S)NNC(=O)c2sccc2C)c1	-14	-1	83*	-5	-5	-15	-1.7	0.96
CCOC(=O)c1c(NC(=O)/C=C/C(=O)O)sc(C)c1-c1ccc(F)cc1	-10	-1	-3	-32	21	-2	-0.7	1
CC(=O)c1ccc(OCCCC(=O)Nc2ccc(S(=O)(=O)N3CCOCC3)cc2)cc1	1	-2	-3	-13	-6	22*	-1.5	0.9
COc1cccc(SCc2noc(C(=O)NCCN(C)C)c2C(=O)NCCN(C)C)c1	20	0	-8	0	-7	-1	12	0.8
O=C(CCCCCN1C(=O)CCC1=O)NCc1ccccc1	13	1	1	16	0	0	-2.1	0.81
Cc1cc(=O)oc2cc(OCC(=O)NC3CCN(Cc4ccccc4)CC3)ccc12	-242	0	-2	3	1	-1	0.0	0.9
NC(=O)c1ccc(NC(=S)NCc2ccco2)cc1	0	-3	9	-6	-5	-19	1.5	1
CN(C1CCCCC1)S(=O)(=O)c1cccc2nsnc12	13	1	5	9	-6	1	2.8	1
COc1cc(OC)c(-c2nnc(-c3ccc(OC)c(OC)c3OC)o2)cc1OC	-270	1	-19	4	-4	0	-0.1	0.9
CCCCOC(=O)c1ccc(NC(=O)COC(=O)CSc2nc(C)cc(C)n2)cc1	2	4	0	8	-11	-12	2.4	1.1
Cc1ccc(S(=O)(=O)Nc2ccc(O)c3ncccc23)cc1	18	1	1	22	6	-3	-0.5	1.3
COCCCn1c(=O)c2sccc2n(Cc2ccccc2C)c1=O	4	0	-11	15	5	-1	-1.0	1.2
COc1cc2c(cc1NC(=O)C(C)N1CCN(S(=O)(=O)c3ccccc3[N+](=O)[O-])CC1)oc1ccccc12 (configuration not stated)	10	-10	-8	-7	-2	-3	8.4	0.99

Compound profiles, from the list above. Screens in order: SENP8 block, SENP1 inh, SENP6 block, PfG6PD inh, ATG4B inh, GRIN3A LBD mod, MPTP block, hIAP activ
`NC(=O)c1ccc(NC(=S)NCc2ccco2)cc1` is listed as 0, -3, 9, -6, -5, -19, 1.5, 1
`Cc1cc(=O)oc2cc(OCC(=O)NC3CCN(Cc4ccccc4)CC3)ccc12` is listed as -242, 0, -2, 3, 1, -1, 0.0, 0.9
`CN(C1CCCCC1)S(=O)(=O)c1cccc2nsnc12` is listed as 13, 1, 5, 9, -6, 1, 2.8, 1

Continuation.
Compound	SENP8 block	SENP1 inh	SENP6 block	PfG6PD inh	ATG4B inh	GRIN3A LBD mod	MPTP block	hIAP activ
CC(C)c1ccc(NC(=O)c2ccc3c(c2)C(=O)N(Cc2cccnc2)C3=O)cc1	2	0	3	-12	0	-10	0.5	1.4
Cc1c(Cl)c(C(=O)NC2C3CC4CC(C3)CC2C4)nn1C (configuration not stated)	10	-1	2	-2	-12	0	1.1	0.97
COC(=O)C(C)NC(=O)CNS(=O)(=O)c1ccc(F)cc1 (configuration not stated)	-39	-25	1	1	-6	-1	-0.9	0.93
O=S(Cc1ccc(Cl)cc1)CC(O)COc1ccc(Cl)cc1 (configuration not stated)	8	2	-21	-8	1	1	-0.7	0.95
Cc1ccc(C2OCC(C)([N+](=O)[O-])CO2)cc1 (configuration not stated)	12	2	.	-2	1	-1	0.2	.
CCOC(=O)CCSCC(=O)Nc1nnc(C)s1	5	1	-10	-12	-15	-1	0.6	0.89
COc1cccc(CCc2nnc(CCC(=O)NC(C)Cc3cccs3)o2)c1 (configuration not stated)	21	-1	5	-2	1	-3	0.2	1.1
CCOc1cccc2sc(N(CCN(CC)CC)C(=O)c3ccc(S(=O)(=O)N4CCCCC4)cc3)nc12	17	1	-4	-15	0	-1	-1.4	1.1
CCOC(=O)C1=C(CC)Nc2ccccc2N=C1NC(=O)c1cc(S(=O)(=O)N2CCOCC2)ccc1C	-8	-3	7	3	-6	1	0.7	1
Cc1nn(Cc2ccccc2Cl)c2sc(C(=O)OC3CCCC3=O)cc12 (configuration not stated)	14	-4	-5	8	18	3	5.6	0.96
O=S(=O)(c1ccc(F)cc1)N1CCN(Cc2ccccc2C(F)(F)F)CC1	14	0	-8	3	-8	1	1.8	0.89
CCC1CSC(Nc2ccc(C(=O)/C=C/c3ccc(OC)c(OC)c3)cc2)=N1 (configuration not stated)	-274	-29	-9	-4	18	-5	2.1	1
Cc1ccc(-c2csc(NC(=O)c3ccc(Br)cc3)c2C(=O)O)cc1	-168	3	71*	117*	39	-9	5.4	0.97
Brc1ccc(OCCN2CCOCC2)cc1	5	0	22	-8	2	1	-1.1	0.98
CCC(C)c1ccccc1NC(=O)CN(CC)CC(=O)Nc1ccc2c(c1)OCCO2 (configuration not stated)	6	0	4	10	-2	-1	-0.4	0.94

Continued:
Compound	SENP8 block	SENP1 inh	SENP6 block	PfG6PD inh	ATG4B inh	GRIN3A LBD mod	MPTP block	hIAP activ
CCc1nc(SCC(=O)Nc2ccccc2OC)c2c(C)c(C)sc2n1	14	1	-6	-12	4	-1	-1.5	0.88
O=C(Cc1cccc([N+](=O)[O-])c1)Nc1ccc(C(=O)N2CCCCC2)cc1	7	0	0	4	2	0	-1.2	0.92
CC(=O)NCCn1c(C)cc2ccccc21	-33	-6	8	-5	4	-2	2.6	0.94
COc1ccc(CNC(=O)COC(=O)CN2C(=O)NC3(CCCC3)C2=O)cc1	9	1	-17	-3	-1	3	-0.7	1
Cc1nc2c(cnn2-c2ccccc2)c(=O)n1/N=C/c1ccccc1	8	1	-2	-9	2	3	2.9	0.83
Cc1ccc(-n2c(-c3cc(C)n(C)n3)n[nH]c2=S)cc1	0	3	6	36	-9	0	-1.5	0.88
N#Cc1ccncc1S(=O)c1ccc(Cl)cc1 (configuration not stated)	10	-1	-7	-14	0	-1	-0.4	1
NC(=O)c1cc(S(=O)(=O)N2CCCC2)ccc1OCc1ccc(F)cc1	8	-1	-16	3	-8	-3	0.2	1.2
Cn1cccc1Cc1nnc(SCC(=O)Nc2nccs2)n1C	12	0	-2	-2	3	0	-0.5	0.93
COc1cc(C2CC(=O)N(CC(=O)NCc3ccco3)c3ccccc3S2)cc(OC)c1OC (configuration not stated)	17	1	-4	-6	-8	-1	-3.0	0.83
NCCCC[C@H]1NC(=O)[C@H](CCC(=O)O)NC(=O)c2cc([N+](=O)[O-])cc(I)c2OCC[C@@H](C(N)=O)NC1=O	.	.	-17	-2	44*	7	.	0.86
O=C(NCCCCNC(=O)c1cccs1)c1cccs1	16	1	-25	-5	-1	3	1.6	1
O=c1c2ccccc2[nH]c(=S)n1CCN1CCN(Cc2ccccc2)CC1	16	0	-5	4	-2	2	1.4	0.92
CCc1ccc(NC(=S)Nc2cccc3cnccc23)cc1	-165	-7	92*	53	-11	-7	0.6	0.94
CCN(CC)c1ccc(C(=O)OCC(=O)N(C)Cc2ccccc2)cc1	-22	2	-23	4	11	-3	0.7	1

Continued.
Compound	SENP8 block	SENP1 inh	SENP6 block	PfG6PD inh	ATG4B inh	GRIN3A LBD mod	MPTP block	hIAP activ
CCCCNC(=O)CCC(=O)NNc1nc2ccccc2c2nc(-c3ccccc3)nn12	11	0	-19	16	-2	2	-0.6	1.7
O=C(/C=N/O)NCCCn1ccnc1	19	0	10	7	-7	0	1.7	1.1
COc1ccc(-c2cc([N+](=O)[O-])ccc2OCC(=O)N(C)CC(=O)Nc2ccc(C)cc2)cc1	29	3	-7	9	-11	9	-0.3	1.1
Cc1c(F)cccc1NC(=O)c1ccc2c(c1)CCN2S(C)(=O)=O	27	2	-5	13	5	-1	0.0	0.74
O=S1(=O)CCN2C=C(Br)C=C(Br)C2=N1	-280	-2	3	-14	5	0	-2.8	1.1
O=C(NC1=NCCS1)c1cccc(OC(F)F)c1	6	3	-7	8	-1	-1	0.0	1
Cn1c(NCc2ccc(Cl)cc2)nc2ccccc21	9	1	35	12	0	0	1.3	1
COc1ccccc1CCNC(=O)Nc1cccc([N+](=O)[O-])c1	-6	-1	-3	9	12	-1	68*	0.86
O=c1[nH]c2c(c(=O)[nH]1)CCCCCC2	6	1	.	2	-4	0	-1.0	.
Cc1ccsc1/C=N/N1CCOCC1	-3	3	-13	-19	1	0	-1.8	1.1
CC(C)Oc1cccc(C(=O)Nc2ccc(CN3CCOCC3)cc2)c1	10	1	-12	-14	1	-20	0.7	1.1
CCCn1nnnc1NC(=O)c1cc(Cl)ccc1Cl	17	1	11	4	7	-1	-8.3	0.96
COc1ccc(-n2c(C)nc(=O)c(-c3ccccc3)c2C)cc1	12	2	8	-4	-6	2	-1.1	0.82
COc1ccc(-n2c(=S)[nH]c3ncccc3c2=O)cc1	19	3	-9	-2	-8	-1	0.8	1.1
CCOc1ccc(C2NC(=O)NC(c3ccccc3)=C2C(C)=O)cc1OC (configuration not stated)	6	2	0	-6	-9	1	-1.6	0.96

More entries follow.
Compound	SENP8 block	SENP1 inh	SENP6 block	PfG6PD inh	ATG4B inh	GRIN3A LBD mod	MPTP block	hIAP activ
O=C(c1ccc(-n2cccc2)cc1)N1CCCCC1	14	4	-22	5	0	-2	0.7	1.2
Cc1ccc(C(NC(=O)N2CCCCC2)=C(Cl)Cl)cc1F	9	0	6	4	2	0	-1.0	1
Cc1ccc(S(=O)(=O)N2CC(=NN=C(N)N)C2)cc1	9	0	-2	5	-7	-1	-0.2	0.97
COc1ccc(NC(=O)CCC(=O)Nc2cc(OC)c(NC(=O)c3cccs3)cc2OC)cc1	2	0	-19	-10	-3	-4	-0.5	1.1
Cc1ccc(-c2nnc(SCC#N)n2N)cc1	-1	0	4	5	4	0	-1.3	1.1
CCCCOc1cccc(C2C(C(=O)c3cccs3)=C(O)C(=O)N2Cc2cccnc2)c1 (configuration not stated)	18	-2	5	-24	13	0	1.6	0.94
CSCCC(NC(=O)c1ccccc1)C(=O)N1CCCCCCC1 (configuration not stated)	3	1	-18	2	-8	0	-1.0	1
COc1ccccc1N1CCN(C(=S)Nc2ccc(S(=O)(=O)N3CCOCC3)cc2)CC1	7	-1	4	15	-9	-3	0.0	1.1
COc1ccc(-c2[nH]ncc2CN(C)Cc2cc(C)[nH]n2)c(F)c1	9	2	-5	-3	19	0	-1.4	1.3
CCCCC(=O)OCCNC(=O)c1cc2ccccc2oc1=O	-168	-1	-12	-18	-1	0	-0.1	1
CNC[C@@H]1Oc2c(NC(=O)Nc3ccccc3)cccc2C(=O)N([C@@H](C)CO)C[C@H]1C	28	-3	0	-5	-3	1	-0.5	1.1
CCN(CC)S(=O)(=O)c1cc(NC(=O)C2CSC3(C)CCC(=O)N23)ccc1C (configuration not stated)	0	0	-11	-5	-53	1	-1.4	0.99
O=C(NCc1ccco1)c1cnn2c1NC(c1ccc(Br)cc1)CC2C(F)(F)F (configuration not stated)	23	2	-16	6	-21	-10	0.5	1.1
CCS(=O)(=O)Nc1cc(-c2nc3cccnc3s2)ccc1C	-439	-7	15	22	-6	-3	-0.9	0.89
Cc1cc(C)cc(C(=O)NC(CC(N)=O)c2ccc(N3CCC(Cc4ccccc4)CC3)c([N+](=O)[O-])c2)c1 (configuration not stated)	14	3	-7	-10	1	-3	0.5	1.1
